Assay outcomes (PubChem BioAssay)
UHRF1 binding – human UHRF1 methylated DNA binding inhibitors. Q96T88. UHRF1 binding to methylated oligo, TR-FRET. inhibition, % at 4.4 µM. 370,000 tested, 0.75% active; in the data active = inhibition above about 21%;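 note: UHRF1 SRA domain binding a hemimethylated CpG hairpin DNA probe; 0% = median of test compound wells and 100% = reference inhibitor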
TCR-CD3 inh – blocks the human TCR-CD3 interaction; TAMRA-labeled TCR probe fluorescence, biochemical; inhibition, % at 9.4 µM; 360,000 tested, 0.37% active; AID 651800; in the data active = inhibition above about 19%;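 note: recombinant mutant TCR 2C K166C tagged with TAMRA read by polarization; 0% = receptor in buffer alone and 100% = receptor with positive control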
mABHD4 FP – ABHD4 (mouse) inhibition, primary FP screen | 370,000 tested, 0.54% active | purified mABHD4, FP-Rh probe fluorescence polarization | inhibition, % at 8.92 µM;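 active = inhibition exceeding the mean over every tested compound plus 3 SD, cut at about 30% in these data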;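 note: 0% = plate median of compound wells and 100% = S159A mutant with DMSO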
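Test system: mABHD4 protein | Buffer or medium: HEPES pH 7.0 buffer, 150 mM NaCl, 0.01% Pluronic F-127 | Probe or stimulus: FP-Rh fluorescent activity-based probe, added after compound pre-incubation | Timing: Pre-incubation 45 min, probe exposure 60 min, at 25 °C | Technique: Fluorescence polarization, excitation 525 nm, emission 598 nm, BODIPY TMR filters | Repeats: Single well per compound (singlicate)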
PRMT1 FP inh – PRMT1 (human) inhibition, primary screen; 370,000 tested, 1.3% active; recombinant PRMT1, activity-based probe fluorescence polarization; inhibition, % at 2.79 µM; Q99873;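 active = inhibition above about 21% made by adding two undisclosed values, limit read from the data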
HTRA1 inhibitor – inhibitors of human serine peptidase HTRA1; Q92743; recombinant HTRA1, FP-rhodamine activity-based probe, fluorescence polarization; inhibition, % at 5.96 µM; 340,000 tested, 0.5% active; AID 504803; in the data active = inhibition above about 36%;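 note: 0% = enzyme with DMSO and 100% = wells lacking enzyme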
SIAE primary – blocks human sialic acid acetylesterase. AID 1053197. Q9HAT2. 370,000 tested, 0.69% active. SIAE FP-Rh probe binding, fluorescence polarization. inhibition, % at 9.66 µM;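 active = inhibition above a cutoff: mean of compounds within the control limits plus 3 SD of those, cut at about 17% in these data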;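 note: 0% = plate median of compound wells and 100% = probe without SIAE protein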
rCAG binder – binds r(CAG) RNA repeats. r(CAG) RNA repeat, TO-PRO-1 dye displacement fluorescence. inhibition, % at 3 µM. 370,000 tested, 1.3% active. AID 651821;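 active = inhibition above the plate cutoff, the mean of all test compounds on that plate plus 3 SD, cut at about 35% in these data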;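 note: 0% = DMSO alone and 100% = 100 µM mitoxantrone as full dye displacement; higher means more dye released from RNA so lower well fluorescence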
GC-A act – GC-A (human) enzyme activation; P16066; AID 1671463; 370,000 tested, 0.14% active; activation, % at 10 µM; HEK293 GC-A cells, cGMP TR-FRET, EC30 ANP; 0% at EC30 ANP, 100% saturating ANP; in the data active = activation above about 40%
Target sequence (P16066 whole entry, looked up): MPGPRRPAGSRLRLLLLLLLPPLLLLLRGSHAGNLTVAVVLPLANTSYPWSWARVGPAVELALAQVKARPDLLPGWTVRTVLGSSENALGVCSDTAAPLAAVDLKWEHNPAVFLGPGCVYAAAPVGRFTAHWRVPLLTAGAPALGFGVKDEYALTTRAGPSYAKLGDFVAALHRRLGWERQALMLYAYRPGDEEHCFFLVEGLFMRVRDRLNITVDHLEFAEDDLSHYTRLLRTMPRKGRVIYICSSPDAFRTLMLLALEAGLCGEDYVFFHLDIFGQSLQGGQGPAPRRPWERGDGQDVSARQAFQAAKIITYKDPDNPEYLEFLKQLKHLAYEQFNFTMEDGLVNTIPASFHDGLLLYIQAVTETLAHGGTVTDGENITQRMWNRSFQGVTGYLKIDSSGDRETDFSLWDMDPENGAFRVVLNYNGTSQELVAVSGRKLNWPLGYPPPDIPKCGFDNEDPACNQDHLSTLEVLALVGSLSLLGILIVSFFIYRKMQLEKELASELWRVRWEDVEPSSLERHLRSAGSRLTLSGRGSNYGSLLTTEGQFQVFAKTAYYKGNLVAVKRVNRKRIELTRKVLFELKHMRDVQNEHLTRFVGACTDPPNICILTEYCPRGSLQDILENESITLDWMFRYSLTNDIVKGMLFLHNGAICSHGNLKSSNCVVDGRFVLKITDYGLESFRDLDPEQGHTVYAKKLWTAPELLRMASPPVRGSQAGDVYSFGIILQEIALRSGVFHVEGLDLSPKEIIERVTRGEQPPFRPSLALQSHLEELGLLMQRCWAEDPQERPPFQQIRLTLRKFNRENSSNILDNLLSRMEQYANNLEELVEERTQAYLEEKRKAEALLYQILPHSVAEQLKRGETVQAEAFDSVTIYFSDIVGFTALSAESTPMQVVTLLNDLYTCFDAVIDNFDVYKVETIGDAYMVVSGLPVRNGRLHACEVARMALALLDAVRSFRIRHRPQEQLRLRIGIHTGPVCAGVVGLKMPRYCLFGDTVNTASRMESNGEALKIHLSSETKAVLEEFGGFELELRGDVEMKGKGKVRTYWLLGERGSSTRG
MBD2 DNA inh – blocks human MBD2 binding to methylated DNA; Q9UBB5; TR-FRET, MBD2 binding to methylated oligonucleotide; inhibition, % at 4.4 µM; 370,000 tested, 0.31% active; AID 686964; in the data active = inhibition above about 13%
NPR2 activator – GC-B (human) receptor activation | HEK293-GC-B cells, CNP EC30, cGMP TR-FRET; 0% at EC30 CNP, 100% saturating CNP | activation, % at 10 µM | 370,000 tested, 0.11% active | AID 1920062;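 active = activation at 10 µM reaching about 35% in either raw or pattern-adjusted values, limit read from the data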
* hit, by the source's call; / = not tested or not shown. An excerpt (hit frequency here may not be typical).

SMILES	UHRF1 binding	TCR-CD3 inh	mABHD4 FP	PRMT1 FP inh	HTRA1 inhibitor	SIAE primary	rCAG binder	GC-A act	MBD2 DNA inh	NPR2 activator
COc1ccc(OCC(=O)O/N=C(\N)c2ccc(OC)cc2)cc1	1	4	-5	0	-9	-3	-8	3	-1	7
CC(C)c1ccc(OCC(=O)N(Cc2ccco2)C2CCS(=O)(=O)C2)cc1 (stereo not given)	0	3	-3	-5	1	0	2	0	-10	0
CC1CC(NC(=O)c2cc3c(=O)n4ccccc4nc3n2C)CC(C)(C)C1 (stereo not given)	-2	1	0	1	-7	-7	-2	14	6	0
CCCSc1nsc(NC(=O)CCC)n1	2	-2	-5	-2	-1	-8	5	1	4	-2
Clc1ccc(CN2CCN(c3ncc(Cc4ccccc4)cn3)CC2)cc1	5	-5	-5	-4	/	-3	5	-2	1	1
COCc1cc(CN(C)C(=O)C2CCC(=O)N(Cc3cccc(OC)c3)C2)[nH]n1 (stereo not given)	-1	0	5	2	-2	1	-1	0	3	2
CCCN1CCN(C(=O)Cn2nc(C)n3c(cc4c(OC)cccc43)c2=O)CC1	3	-3	6	-1	3	3	-7	1	4	3
CCc1nc2ccc(C(=O)N3CCN(S(=O)(=O)CC)CC3)cn2c1N(CC)CCN(C)C	2	2	-2	8	/	7	-2	6	3	-3
Cc1cc2cc(CCNC(=O)c3ccc(Br)o3)c(=O)[nH]c2cc1C	0	6	-3	1	-9	-3	-1	-10	1	-18
Cc1cc2oc(=O)cc(CN(C)Cc3cccc(F)c3)c2cc1C	-1	1	1	0	-50	1	-1	-19	2	-8
O=C(/C=C/c1ccc(-c2ccccc2)o1)c1ccccc1	0	6	8	25*	-16	1	22	-3	-2	0
O=C(c1ccco1)N1CCN(c2ncnc3sc4c(c23)CCC4)CC1	-5	5	8	0	-1	1	-1	2	-7	-1
CC(C)[N+]1(C)[C@@H]2CC[C@@H]1CC(OC(=O)C(CO)c1ccccc1)C2 (stereo not given in full)	-1	1	-5	-3	0	-5	3	-1	-1	0
CCCCNC[C@@]12CO[C@H](c3ccc(Cl)cc3)N1[C@@H](c1ccc(Cl)cc1)SC2	-1	/	-10	3	/	-1	5	-31	1	-9
O=S(=O)(c1cc(F)cc(F)c1)N1CCN(c2ncccn2)CC1	5	7	1	-2	-4	-3	-2	6	-4	9

Next part; it opens with the 3 that closed the last part.
SMILES	UHRF1 binding	TCR-CD3 inh	mABHD4 FP	PRMT1 FP inh	HTRA1 inhibitor	SIAE primary	rCAG binder	GC-A act	MBD2 DNA inh	NPR2 activator
CC(C)[N+]1(C)[C@@H]2CC[C@@H]1CC(OC(=O)C(CO)c1ccccc1)C2 (stereo not given in full)	-1	1	-5	-3	0	-5	3	-1	-1	0
CCCCNC[C@@]12CO[C@H](c3ccc(Cl)cc3)N1[C@@H](c1ccc(Cl)cc1)SC2	-1	/	-10	3	/	-1	5	-31	1	-9
O=S(=O)(c1cc(F)cc(F)c1)N1CCN(c2ncccn2)CC1	5	7	1	-2	-4	-3	-2	6	-4	9
CCc1ccccc1NC(=O)CSc1nnc(-c2ccco2)n1N	4	-2	-3	4	-2	-2	3	2	7	-7
N#Cc1c(-c2ccccc2)nc(N2CCOCC2)[nH]c1=O	2	0	6	-3	-1	-1	2	1	-3	1
CCCc1c(-c2cccc(Br)c2)ncn1CCc1ccccc1OC	-2	-1	-2	-1	/	8	2	-15	6	-14
C[C@@H]1CN([C@@H](C)CO)C(=O)c2cccc(NC(=O)Nc3cccc4ccccc34)c2O[C@H]1CN(C)S(=O)(=O)c1ccccc1F	-4	/	-1	-7	/	-1	/	-3	-6	-6
CC(=O)Nc1ccc(C(=O)NC(C)c2ccc(-n3ccnc3)cc2)cc1 (stereo not given)	0	0	-1	-1	-1	-2	1	1	-1	4
O=C(COc1ccccc1F)NNC(=O)Cc1ccc(S(=O)(=O)N2CCOCC2)s1	-1	3	1	0	1	3	8	1	-3	0
Cc1cccc(N2CCN(C(=O)CCn3c(=S)[nH]c4cc5c(cc4c3=O)OCO5)CC2C)c1 (stereo not given)	-1	1	3	-3	-5	-3	-1	-3	-1	-6
COc1ccc(S(=O)(=O)N2CCCCC2)cc1NC(=O)c1ccc2c(c1)OCO2	0	3	-3	-1	3	0	-3	4	1	9
Cc1cccc(C(=O)NCCC(=O)Nc2nc(C)c(Cc3ccc4c(c3)OCO4)s2)c1	5	3	-7	-1	-18	-4	-1	0	4	4
O=C(NCc1cccc(C(F)(F)F)c1)c1cc(Cl)cc(Cl)c1	5	0	-4	0	-5	0	2	-2	1	-5
CS(=O)(=O)c1cccc(C(=O)Oc2ccccc2)c1	1	5	1	0	2	-8	-1	10	-2	-2
O=C(Nc1cccc(Cl)c1)N1CCc2ccccc2C1	0	-2	-6	0	-13	-7	-3	3	-1	-8
CCOc1ccccc1CN1[C@@H](c2ccc(OC)cc2)CC(C(=O)OC)(C(=O)OC)[C@H]1c1ccccc1	1	-8	1	1	/	-8	6	-3	-2	-1
O=C(O)CCC(=O)N1CCc2cc(S(=O)(=O)NC3CCCc4ccccc43)ccc21 (stereo not given)	-2	2	0	1	0	1	18	3	0	0
COc1ccccc1CNc1nc(Nc2ccc(C)cc2C)c2sccc2n1	1	5	16	1	/	-4	1	-3	-5	1
Cc1ccn2c(CNCCn3nc(C)cc3C)c(C(=O)N3CCCCCC3)nc2c1	0	2	-8	-7	0	3	-7	-1	-5	1
COc1cccc(CNC(=O)COC(=O)c2cc([N+](=O)[O-])ccc2N2CCCC2)c1	-2	-4	4	-1	-2	-2	0	-4	-3	2
O=C(CSc1nnc(C23CC4CC(CC(C4)C2)C3)o1)Nc1ccc(N2CCOCC2)c(Cl)c1	5	-4	0	0	-4	1	0	-2	0	0
COC(=O)c1ccc(NC(=O)c2ccc3c(c2)OCO3)cc1	-1	11	-2	-2	-5	5	0	-2	-3	0
COc1ccc([C@H]2N[C@]3(CCCN(Cc4ccc(C)cc4)C3=O)[C@H]3C(=O)N(Cc4ccccc4)C(=O)[C@@H]23)cc1	-1	6	-5	2	-33	2	3	3	-1	7
CCCN(CCC)S(=O)(=O)c1ccc(N2CCCC2=O)c([N+](=O)[O-])c1	0	-4	7	-3	10	-7	-4	5	1	-2
Cc1ccc(S(=O)(=O)NC(=NC2CCCCC2)c2ccccc2)cc1	-1	3	3	-3	-11	-1	-3	1	0	-5
O=C1CCCC(=O)N1CCCCCCN1C(=O)CCCC1=O	1	-4	-4	4	1	-2	0	4	1	0
COc1ccc(NC(=O)CC2SC(=NCC3CCCO3)NC2=O)cc1 (stereo not given)	6	1	1	2	0	17*	2	-1	-1	0
CC1CC(Nc2ccccc2)=NC1(C)C (stereo not given)	-2	6	-5	-4	4	-1	0	-4	-3	-3
O=C(Nc1ccc(N2CCCCC2)c(S(=O)(=O)Nc2ccccc2Cl)c1)c1cccnc1	-1	5	3	4	-72	-63	11	-8	-4	-1
CCN1CCc2c(C#N)c(N3CCCCC3)nc(NCc3ccccc3)c2C1	-3	1	13	1	-5	5	-3	12	0	2
O=C1CCCN1CCCNS(=O)(=O)c1ccc(F)c(F)c1	-1	5	2	-1	1	6	-4	3	-4	-1
CCc1nc(SCC(N)=O)c2c(=O)n(C)c(=O)n(C)c2n1	-3	12	-11	-3	4	6	1	11	3	-5
Cc1ccc(NC(=O)CCC(=O)c2ccc(Br)cc2)cc1	2	-2	3	-2	-6	-2	-4	-2	-1	-7
Cc1ccc(-n2c(SCC(N)=O)nnc2-c2ccccn2)cc1C	2	-1	4	1	3	4	-4	2	-1	1
CC(C(=O)N1c2ccccc2CCc2ccccc21)n1nnc(-c2ccc(N(C)C)cc2)n1 (stereo not given)	-2	-7	-2	3	-12	-1	2	-2	3	-2
CN(C)C(CNC(=O)c1ccc(NS(=O)(=O)c2ccc(F)cc2)cc1)c1ccco1 (stereo not given)	-1	0	3	2	1	6	3	2	-6	2
c1nc(NCC2CCCC2)c2cc(-c3ccc4c(c3)OCO4)ccc2n1	1	/	-6	-5	/	-8	/	18	3	14
Cc1ccc(NC(=S)N2CCC(c3nc4ccccc4s3)CC2)cc1C	2	-12	0	6	-11	-5	-3	3	1	1
O=S(=O)(c1ccccc1)N1CCN(S(=O)(=O)N2CCCCC2)CC1	0	4	1	0	6	0	-1	-1	-3	1
CC(=O)Nc1ccc(/C(N=Nc2ccccc2)=N/N=C(N)N)cc1	-7	1	10	0	4	2	8	3	-11	-11
O=C1/C(=C/c2ccc(F)cc2)SC(=S)N1CC(=O)N1CCCCC1c1cccnc1 (stereo not given)	3	2	-26	7	-16	0	1	1	0	4
CC(C(=O)N(C)c1ccccc1)N1CCN(C(=O)c2ccccc2)CC1 (stereo not given)	4	-11	-6	5	-171	-6	-3	0	8	0
CC(C)Cn1c(/C=N/Nc2nc3ccccc3[nH]2)nc2ccccc21	-4	-5	26	-5	30	7	6	2	-1	6
Cc1sc2nc3c(SC(C)C(=O)O)cc(C(=O)c4ccccc4O)cn3c(=O)c2c1C (stereo not given)	-3	2	-28	3	-47	-25	77*	-3	-2	-4
Cc1ccccc1-n1nc2c(c1NC(=O)c1c(-c3ccccc3Cl)noc1C)CSC2	-3	6	-32	-1	-86	-58	17	-15	-4	-4
Cc1cc(NC(=O)COC(=O)CCn2c(C)csc2=O)c([N+](=O)[O-])cc1C	-2	5	2	-4	5	5	4	1	2	-4
CCOC(=O)N1CCN(Cc2nc3ccc([N+](=O)[O-])cc3c(=O)n2-c2ccccc2F)CC1	0	11	8	0	4	2	3	0	1	7
O=C1COc2ccc(C(=O)NC3CC3)cc2N1	1	4	-1	-2	0	10	2	2	0	5
COc1ccc(C(CNC(=O)COc2ccc(C)c(C)c2)N2CCCCC2)cc1 (stereo not given)	4	7	1	-1	-1	4	-10	-4	2	0
O=C(Cn1nnc2ccccc21)NC1CCCCC1	0	4	0	0	6	6	-2	4	-4	1
COc1ccc(NS(=O)(=O)c2cccc(C(=O)N/N=C/c3ccccc3OC)c2)cc1	2	2	-42	-2	-27	-49	11	-12	2	-6
CCOC(=O)C1=C[C@@H](C(C)(C)C)N(S(=O)(=O)c2ccccc2C)[C@H]1c1ccc(Cl)cc1	-1	-3	-5	4	/	-5	4	-7	3	-9
Cc1ccc(S(=O)(=O)NC(CC(C)C)C(=O)NCCCn2nc(C)cc2C)cc1 (stereo not given)	-1	-7	3	1	-2	7	-2	-1	-5	3
CCOC(=O)Nc1ccc2c(c1)nc1n2CCN(CCOC)C1	1	-8	-3	-3	3	9	8	2	-8	0
O=C(COc1ccc(-c2ccccc2)cc1)N1CCN(C(=O)c2cccnc2)CC1	1	4	0	-2	2	0	-2	2	-1	2
CC(=CC(=O)c1ccccc1)c1ccccc1	3	1	-6	3	-3	0	6	-3	-1	1
O=S(=O)(N1CCCCC1)N1CCCN(S(=O)(=O)N2CCCCC2)CC1	1	-4	3	0	2	-7	-7	0	0	1
CCN(CC)S(=O)(=O)c1ccc2nc(COC(=O)c3n[nH]c4ccccc34)[nH]c2c1	-4	6	-12	1	-1	-9	9	-4	-3	-2
CC(NC(=O)c1ccc(Br)cc1Br)c1ccccc1 (stereo not given)	-5	14	-10	-3	/	-4	3	3	-7	0
CCOc1ccc(S(=O)(=O)N(C)c2ccc(OCC(=O)NCc3cccnc3)cc2)cc1	1	12	8	1	-9	2	-3	1	-2	-1
